GPR35 arrestin U2OS = GPR35 antagonists blocking zaprinast-driven arrestin recruitment, primary screen, imaging, U2OS, beta-arrestin-GFP, zaprinast agonist (AID 2058) | G-protein coupled receptor 35 (Homo sapiens) | U2OS GPR35 beta-arrestin-GFP translocation imaging, zaprinast antagonism; higher % means a stronger effect | inhibition, % at 10 µM; hits with a dose series show IC50 in µM | 290,000 tested, 0.052% active;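 active means inhibition of at least 50% with at least 30 cells and total cytoplasm GFP at most 10,000,000; inconclusive means under 30 cells or total GFP of 10,000,000 plus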
Yfh1-depleted yeast = enhancers of respiration in Yfh1-depleted yeast, dose response, Friedreich's ataxia, plus single-dose screen (AID 1465); one-dose fold induction at 50 µM; EC50 in µM for titrated hits; 220,000 tested, 0.074% active; S. cerevisiae Yfh1-off respiration, WST-1 reduction, 72 h; higher fold induction means a stronger effect;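 active means fold induction of absorbance versus untreated yeast above a set limit, then at least 30% activation at any dose in follow-up; inconclusive means repeats straddling the limit, or above it without dose testing; inactive means fold induction below the set limit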;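 further: activators that raise dye reduction in frataxin-depleted yeast; strong numbers were not always called active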
MgcRacGAP inhibition = MgcRacGAP GTPase-activating activity inhibitors, confirmation, biochemical, ADP Hunter fluorescence; Rac GTPase-activating protein 1 (Homo sapiens); MgcRacGAP-stimulated Rac1 GTP hydrolysis, ADP Hunter fluorescence; higher % means a stronger effect; GST-tagged Rac1 F28L mutant substrate; inhibition, % at 30 µM, or IC50 in µM where a hit was titrated; 340,000 tested, 0.6% active; AID 624330, 2012;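 active means first-screen hits whose inhibition reached a set limit at any dose in the follow-up dose series; inconclusive means inhibition above the set first-screen limit but never retested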;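 further: fluorescence reports GDP produced by GAP-driven GTP hydrolysis; strong numbers were not always called active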
NTR1 agonist = agonists of NTR1, primary screen, imaging, U2OS cells, beta-arrestin-GFP, high content (AID 493036) | Neurotensin receptor type 1 (Homo sapiens), P30989 | activation, % at 20 µM | 330,000 tested, 0.17% active | NTR1-U2OS beta-arrestin-GFP spot imaging, agonist mode;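 active means activation at or above 40% of the spot to cytoplasm intensity ratio, with at least 20 cells analyzed; inconclusive means wells under 20 cells, flagged as cytotoxic or low count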;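 further: 0% = DMSO without peptide and 100% = 100 nM NTR1 peptide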
Target sequence (P30989 whole entry, looked up): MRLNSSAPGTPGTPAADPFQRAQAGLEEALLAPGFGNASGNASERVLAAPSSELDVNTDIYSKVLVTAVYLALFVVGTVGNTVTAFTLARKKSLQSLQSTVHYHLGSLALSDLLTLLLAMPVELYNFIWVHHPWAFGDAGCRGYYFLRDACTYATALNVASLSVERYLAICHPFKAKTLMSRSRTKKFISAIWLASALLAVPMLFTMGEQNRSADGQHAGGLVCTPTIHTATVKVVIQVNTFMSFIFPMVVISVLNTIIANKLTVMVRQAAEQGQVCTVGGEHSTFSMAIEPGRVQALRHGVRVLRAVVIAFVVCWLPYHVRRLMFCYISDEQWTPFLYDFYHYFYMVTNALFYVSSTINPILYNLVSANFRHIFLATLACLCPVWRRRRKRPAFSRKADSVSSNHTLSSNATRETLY
AID2073 = inhibitors of Mint1-CaV2.2 protein interaction, biochemical, HTRF (AID 2073); Voltage-dependent N-type calcium channel subunit alpha-1B (Homo sapiens); HTRF protein-protein interaction, Mint1-CaV2.2; higher % means a stronger effect; inhibition, % at 20 µM; hits with a dose series show IC50 in µM; 290,000 tested, 0.19% active; in the data active means inhibition mostly above about 51%, no sharp cut-off; inconclusive means no clear call, values can overlap the other calls; inactive means mostly below about 53%; further: some results filed as inactive read as strong as hits
Large T inhibition = SV40 large T antigen inhibitors, biochemical (AID 1903). SV40 large T antigen ATPase/helicase inhibition assay; higher % means a stronger effect. inhibition, % at 20 µM; hits with a dose series show IC50 in µM. 310,000 tested, 0.39% active; in the data active means a potency from the dose series; inconclusive means inhibition mostly from about 32% at the one dose, without a potency; inactive means the rest, 99 in 100 with inhibition below about 32%; further: strong numbers were not always called active
GPR55 antagonists = GPR55 antagonists blocking LPI-driven arrestin recruitment, primary screen, imaging, U2OS, beta-arrestin-GFP, LPI agonist (AID 2013); G-protein coupled receptor 55 (Homo sapiens); U2OS GPR55 beta-arrestin-GFP translocation imaging, LPI antagonism; higher % means a stronger effect; one-dose inhibition, % at 10 µM; IC50 in µM for titrated hits; 290,000 tested, 0.13% active;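 active means spots per cell inhibited over 60%, with over 100 cells counted and total cytoplasm intensity under 500,000; inconclusive means wells with under 100 cells, flagged as likely toxic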;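 further: U2OS cells stably carrying GPR55 and arrestin-GFP stimulated by 5 µM LPI near EC80; imaged beta-arrestin-GFP aggregate spots per cell after agonist stimulation; plate controls were LPI-stimulated DMSO wells for no effect and DMSO wells without LPI for full effect; some results filed as inactive read as strong as hits; confirmed hits need IC50 under 10 µM and bright autofluorescent wells are also inconclusive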
GPR55 beta-arrestin = GPR55 agonists via beta-arrestin recruitment, primary screen, imaging, U2OS cells, beta-arrestin-GFP redistribution (AID 1961) | G-protein coupled receptor 55 (Homo sapiens) | U2OS GPR55 beta-arrestin-GFP redistribution imaging; higher % means a stronger effect | one-dose activation, % at 10 µM; EC50 in µM for titrated hits | 290,000 tested, 0.048% active;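 active means activation above 40% with more than 50 cells counted in the well; inconclusive means wells holding fewer than 50 cells, flagged as toxic or sparse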;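 further: U2OS osteosarcoma cells stably expressing GPR55 and beta-arrestin-GFP; plate controls were DMSO negative control for no effect and LPI positive control for full effect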
NS5 inhibitors = Dengue-2 NS5 methyltransferase inhibitors, primary screen, biochemical, confirmation dose response (AID 588689); Genome polyprotein (Dengue virus type 2 (strain 16681-PDK53)); Dengue-2 NS5 methyltransferase capping enzyme assay, biochemical; higher % means a stronger effect; inhibition, % at 25 µM, or IC50 in µM where a hit was titrated; 340,000 tested, 0.3% active; in the data active means a potency from the dose series; inconclusive means inhibition above about 29% without an active follow-up result
NTR1 agonist cell count 20 µM = further read-out of NTR1 agonist, marked with its call; cell count; measured here: cell count, cytotoxicity flag
NS5 inhibitors pilot replicate = second read-out of NS5 inhibitors, no call of its own (marks repeat the call); inhibition, %; measured here: pilot screen replicate inhibition
Active calls of the source: *; i = inactive; u = inconclusive; x = no result given. The list is partial. The share of hits here may be higher or lower than overall.

SMILES	GPR35 arrestin U2OS	Yfh1-depleted yeast	MgcRacGAP inhibition	NTR1 agonist	NTR1 agonist cell count 20 µM	AID2073	Large T inhibition	GPR55 antagonists	GPR55 beta-arrestin	NS5 inhibitors	others
Cc1cc(OC(C)C(=O)NCc2ccncc2)c2c3c(c(=O)oc2c1)CCCC3 (stereo not given)	-7.4%	x	11.1%	-0.9	82	30.3%	0.2%	7.1%	-0.1%	1.8%
COc1ccc(N=C(C)c2c(O)n(C3CCCCC3)c(=O)[nH]c2=O)c(OC)c1	-0.6%	i	5.0%	2.6	83	-1.3%	13.0%	-2.6%	0.2%	7.4%
CN1CCC(N(C)c2nc(-c3ccc([N+](=O)[O-])cc3)nc3ccccc23)CC1	24.3%	x	29.3%	x	x	-8.8%	14.2%	44.6%	-0.2%	0.7%
CC(=O)[C@@]1(O)CC[C@H]2[C@@H]3CC=C4C[C@@H](O)CC[C@]4(C)[C@H]3CC[C@@]21C	-17.4%	i	1.7%	3.3	59	4.2%	3.8%	11.2%	0.7%	-2.2%
CCC(=NCCCn1ccnc1)c1c(O)n(Cc2ccccc2)c(=O)[nH]c1=O	0.8%	i	8.1%	-2.8	93	2.1%	4.8%	5.4%	-0.1%	1.9%	NS5 inhibitors pilot replicate=-0.6
O=C(c1ccccc1)C1CCCN(Cc2nc(-c3cnccn3)no2)C1 (stereo not given)	14.8%	i	1.4%	0.9	50	6.8%	10.4%	-1.1%	0.6%	-0.7%
CCCCCn1c(=O)c(C(=O)NCc2ccccn2)c(O)c2ccccc21	6.2%	i	3.3%	6.3	46	6.2%	-10.4%	-3.8%	0.1%	-2.0%
Cc1cc(Cl)nc(N)n1	-8.9%	i	7.5%	2.7	77	-4.2%	0.7%	3.3%	-0.1%	-5.8%
CCCN1CC[C@@H]2c3cc(O)ccc3CC[C@@H]21	x	x	7.1%	1.6	58	x	4.3%	x	x	-0.7%
CSC1=NP(=S)(SC)N2CCCC2=C1C#N (stereo not given)	-4.1%	i	14.4%	0.9	87	-7.7%	11.5%	5.5%	-0.1%	-7.1%
C=CCn1c(O)c(C(C)=Nc2ccc(NC(C)=O)cc2)c(=O)[nH]c1=O	-21.5%	i	5.9%	0.0	49	1.9%	15.0%	-8.1%	-0.1%	8.8%
CCCCn1c(=O)c(C(=O)Nc2ccccc2S(N)(=O)=O)c(O)c2ccccc21	-1.8%	i	-12.0%	4.2	48	-0.9%	3.7%	7.9%	0.7%	3.2%
C/C(O)=C(\C#N)C(=O)Nc1cc(Br)ccc1Br	x	x	8.3%	-1.0	52	x	23.2%	x	x	-2.9%
CCC(C)n1c(O)c(C=NCCc2ccccc2)c(=O)[nH]c1=S (stereo not given)	12.0%	i	5.1%	0.0	55	6.1%	9.8%	10.5%	0.0%	-7.7%
O=C(N/N=C/C1C(=O)NC(=S)N(c2ccccc2)C1=O)c1cc(Br)c(O)c(Br)c1 (stereo not given)	-9.3%	i	7.0%	-1.9	29	15.4%	8.9%	1.0%	-0.2%	-17.8%
COc1cccc(CCNCc2c(F)cccc2F)c1	-12.2%	i	13.5%	0.7	47	-5.8%	24.8%	-0.1%	0.7%	-5.9%
CC(C)C12CN3CCN(CC(C3)/C1=N\O)C2	1.6%	i	10.3%	-1.2	62	-1.8%	7.7%	-7.9%	-0.1%	-3.2%
CSc1ncc(/C=C2/C(=O)NC(=O)N(C3CCCCC3)C2=O)cn1	14.4%	i	21.0%	0.1	65	-7.0%	-8.9%	29.0%	0.3%	-9.6%
COc1ccc(CC2c3cc(OC)c(OC)cc3CCN2C)cc1O (stereo not given)	4.3%	i	1.8%	-2.2	97	-0.7%	13.1%	7.8%	-0.1%	-5.6%
CNCCc1ccc(O)c(O)c1	x	i	-13.2%	0.6	57	x	-31.6%	x	x	2.2%
CCC1C2Cn3c(nc4ccccc43)C1N(C)O2 (stereo not given)	-2.9%	i	8.4%	2.4	81	7.8%	8.9%	5.5%	-0.1%	0.8%
COC(=O)C(C)NC(=S)N1CC2C[C@@H](C1)Cn1c2cccc1=O (stereo not given in full)	2.5%	x	6.1%	-1.8	92	-4.1%	3.5%	11.3%	-0.1%	-2.0%
Cc1cc(=O)oc2c(C)c(OCC(=O)N3CCC(C(=O)O)(c4ccccc4)CC3)ccc12	-15.9%	x	8.1%	25.3	87	13.5%	x	-0.4%	-0.1%	-10.1%
Cc1ccsc1C(=O)C1CCCN(Cc2cn(C)nc2C)C1 (stereo not given)	8.8%	i	2.9%	-0.3	81	9.7%	10.3%	5.6%	-0.2%	-3.6%
CCc1cccc(C)c1NC(=S)N1CC2CC(C1)c1cccc(=O)n1C2 (stereo not given)	0.9%	i	-0.5%	0.0	67	-8.2%	1.4%	1.9%	0.1%	-5.2%

Molecules shown so far containing an aryl methoxy group, in the order listed:
SMILES	GPR35 arrestin U2OS	Yfh1-depleted yeast	MgcRacGAP inhibition	NTR1 agonist	NTR1 agonist cell count 20 µM	AID2073	Large T inhibition	GPR55 antagonists	GPR55 beta-arrestin	NS5 inhibitors	others
COc1ccc(N=C(C)c2c(O)n(C3CCCCC3)c(=O)[nH]c2=O)c(OC)c1	-0.6%	i	5.0%	2.6	83	-1.3%	13.0%	-2.6%	0.2%	7.4%
COc1cccc(CCNCc2c(F)cccc2F)c1	-12.2%	i	13.5%	0.7	47	-5.8%	24.8%	-0.1%	0.7%	-5.9%
COc1ccc(CC2c3cc(OC)c(OC)cc3CCN2C)cc1O (stereo not given)	4.3%	i	1.8%	-2.2	97	-0.7%	13.1%	7.8%	-0.1%	-5.6%

3 compounds from above, sorted by SMILES length, ascending:
SMILES	GPR35 arrestin U2OS	Yfh1-depleted yeast	MgcRacGAP inhibition	NTR1 agonist	NTR1 agonist cell count 20 µM	AID2073	Large T inhibition	GPR55 antagonists	GPR55 beta-arrestin	NS5 inhibitors	others
CSc1ncc(/C=C2/C(=O)NC(=O)N(C3CCCCC3)C2=O)cn1	14.4%	i	21.0%	0.1	65	-7.0%	-8.9%	29.0%	0.3%	-9.6%
C=CCn1c(O)c(C(C)=Nc2ccc(NC(C)=O)cc2)c(=O)[nH]c1=O	-21.5%	i	5.9%	0.0	49	1.9%	15.0%	-8.1%	-0.1%	8.8%
O=C(N/N=C/C1C(=O)NC(=S)N(c2ccccc2)C1=O)c1cc(Br)c(O)c(Br)c1 (stereo not given)	-9.3%	i	7.0%	-1.9	29	15.4%	8.9%	1.0%	-0.2%	-17.8%

Next part.
SMILES	GPR35 arrestin U2OS	Yfh1-depleted yeast	MgcRacGAP inhibition	NTR1 agonist	NTR1 agonist cell count 20 µM	AID2073	Large T inhibition	GPR55 antagonists	GPR55 beta-arrestin	NS5 inhibitors	others
Fc1ccc(C(OCCN2CCCC2)c2ccc(F)cc2)cc1	4.8%	i	-4.7%	1.8	63	12.0%	7.5%	2.2%	0.4%	-10.9%
O=C(COc1ccc2ccc(=O)oc2c1)N1CCC(C(=O)O)(c2ccccc2)CC1	-0.5%	x	6.0%	-1.2	80	3.6%	x	12.6%	0.3%	-0.7%
Cc1c(C=O)c2ccccc2n1Cc1ccccc1	-2.2%	x	10.8%	2.1	53	-7.1%	4.5%	6.4%	-0.1%	0.0%
CC1=CC(=Cc2sc3ccccc3[n+]2C)C=C(C)O1	-8.5%	93.7µM*	17.2%	x	x	-8.1%	10.1%	13.6%	0.2%	-6.2%
CCOC(=O)c1ccc(N2C(=O)CC(N3CCC(C#N)(c4ccccc4)CC3)C2=O)cc1 (stereo not given)	-7.2%	i	6.5%	10.5	89	-5.6%	1.4%	4.7%	-0.1%	-7.3%
CN1C(=O)CN=C(c2ccccc2)c2cc([N+](=O)[O-])ccc21	-10.6%	x	x	x	x	6.5%	8.9%	6.7%	-0.5%	x
CCOCCCNC(=O)CN1C2CCC1CC(O)(c1ccc(OC)cc1)C2 (stereo not given)	-13.8%	i	1.1%	1.1	39	1.9%	7.3%	4.1%	-0.1%	-2.1%
O=C1NC(=O)C(CCc2ccncc2)(Cc2ccc(OCc3ccccc3)cc2)C(=O)N1	1.3%	i	-1.1%	-0.3	58	14.0%	10.0%	7.5%	-0.1%	-2.3%
CCCCNC(=O)NC(C(N)=O)P(=O)(OCC)OCC (stereo not given)	-6.8%	i	-1.1%	-0.4	66	-3.5%	19.3%	-2.1%	-0.2%	-11.4%
O=C(O)Cn1cc(/C=C2\C(=O)NC(=O)N(c3ccc(Br)cc3)C2=O)c2ccccc21	-12.9%	x	u	-1.1	61	27.5%	28.6%	-5.0%	0.0%	u
CC1CCCN(CC(=O)N2CCCc3ccccc32)C1 (stereo not given)	8.1%	i	6.3%	0.0	42	-4.1%	5.0%	-0.8%	0.0%	-2.1%
O=C1C2(c3ccccc3)CN3CN(C2)CC1(c1ccccc1)C3	-22.6%	i	5.6%	-0.5	61	-5.2%	12.0%	13.5%	-0.1%	-2.1%
Fc1cccc(CN2CCN(c3ccc(Cl)cc3)CC2)c1	2.9%	x	1.1%	0.8	58	6.5%	9.0%	9.8%	-0.2%	2.6%
CCc1ccccc1N1C(=O)NC(=O)/C(=C\c2cc(C)n(C)c2C)C1=O	-12.4%	i	7.2%	5.1	94	3.6%	13.2%	12.0%	0.0%	-4.0%
C=CC[C@@H](C)CC(=O)C(CCCN=[N+]=[N-])SOOc1ccccc1 (stereo not given in full)	x	x	10.8%	-3.1	97	x	3.9%	x	x	-1.6%
CCOP(=O)(OCC)c1ccc(OP(=O)(c2cccc([N+](=O)[O-])c2)c2cccc([N+](=O)[O-])c2)cc1	6.3%	i	8.6%	-0.6	56	11.4%	-0.7%	-17.1%	0.0%	-4.6%
NC(=O)CSP(=O)(c1ccccc1)c1ccccc1	6.9%	i	10.8%	4.4	69	-19.6%	9.9%	-1.2%	-0.1%	9.7%
CCCCn1c(O)c(C(C)=NCCCN(C)C)c(=O)[nH]c1=O	-4.0%	i	11.0%	1.6	60	7.1%	2.6%	-2.4%	-0.2%	-5.5%

Screening data as filed in PubChem BioAssay.
